Screens deposited in PubChem BioAssay by National Center for Advancing Translational Sciences (NCATS).
pAkt inh – HTS Assay for Inhibitors of Akt Phophorylation: Primary Screen. AID 651550, 2012. Neuro2A IGF-stimulated pAkt S473 HTRF, 20 min; active compounds read low. activity change, % for hits at 50 µM. hit rate 0.32% among 360,000; in the data active = activity change below about -80%; inconclusive = mostly about -51% to -80%; note: % is set by controls: 0 for no effect and ±100 for the full control effect
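Single-point screen (50 µM final compound) in Neuro2A cells stimulated 20 min with 6 nM IGF at 37 deg C. After lysis, Ser473-phosphorylated Akt read by HTRF (ex 330 nm, em 615/665 nm) as the 665/615 ratio.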
TGFb SMAD3 inh – qHTS for Inhibitors of TGF-b | HepG2 CAGA-GFP TGF-b/SMAD3 reporter, GFP fluorescence, 18 h; TGF-beta stimulated, 500 pg/mL final | Potency, µM (titrated, usually from 46.1 µM), for inactives: at the top dose activity, negative = inhibition, actives largely listed as inhibitors | hit rate 1.2% among 410,000; note: potency is the fitted concentration of half-maximal effect; % is set by controls: 0 for no effect and ±100 for the full control effect; nearly all actives have a fitted effect of over 65% in size
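Inhibition of TGF-beta-driven CAGA-GFP reporter expression in HEPG2 cells is measured by cellular GFP fluorescence after 18 h stimulation with 500 pg/mL recombinant TGF-beta in 1% FBS medium at 37 degrees C.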
EPAC2 antag – qHTS for Antagonist of cAMP-regulated guanine nucleotide exchange factor 2 (EPAC2): primary screen | Rap guanine nucleotide exchange factor 4 (Homo sapiens), Q8WZA2 | EPAC2 GEF exchange of Rap1B-BODIPY-GDP, fluorescence | Potency, µM (series often up to 114 µM), without a hit: at the top dose activity, negative = inhibition, most hits filed as inhibitors | hit rate 0.18% among 360,000 | AID 720708, 2013; note: potency is the fitted concentration of half-maximal effect; % is set by controls: 0 for no effect and ±100 for the full control effect; nearly all actives have a fitted effect of over 45% in size; many of its hits are not listed in these tables
Target sequence (Q8WZA2 whole entry, looked up): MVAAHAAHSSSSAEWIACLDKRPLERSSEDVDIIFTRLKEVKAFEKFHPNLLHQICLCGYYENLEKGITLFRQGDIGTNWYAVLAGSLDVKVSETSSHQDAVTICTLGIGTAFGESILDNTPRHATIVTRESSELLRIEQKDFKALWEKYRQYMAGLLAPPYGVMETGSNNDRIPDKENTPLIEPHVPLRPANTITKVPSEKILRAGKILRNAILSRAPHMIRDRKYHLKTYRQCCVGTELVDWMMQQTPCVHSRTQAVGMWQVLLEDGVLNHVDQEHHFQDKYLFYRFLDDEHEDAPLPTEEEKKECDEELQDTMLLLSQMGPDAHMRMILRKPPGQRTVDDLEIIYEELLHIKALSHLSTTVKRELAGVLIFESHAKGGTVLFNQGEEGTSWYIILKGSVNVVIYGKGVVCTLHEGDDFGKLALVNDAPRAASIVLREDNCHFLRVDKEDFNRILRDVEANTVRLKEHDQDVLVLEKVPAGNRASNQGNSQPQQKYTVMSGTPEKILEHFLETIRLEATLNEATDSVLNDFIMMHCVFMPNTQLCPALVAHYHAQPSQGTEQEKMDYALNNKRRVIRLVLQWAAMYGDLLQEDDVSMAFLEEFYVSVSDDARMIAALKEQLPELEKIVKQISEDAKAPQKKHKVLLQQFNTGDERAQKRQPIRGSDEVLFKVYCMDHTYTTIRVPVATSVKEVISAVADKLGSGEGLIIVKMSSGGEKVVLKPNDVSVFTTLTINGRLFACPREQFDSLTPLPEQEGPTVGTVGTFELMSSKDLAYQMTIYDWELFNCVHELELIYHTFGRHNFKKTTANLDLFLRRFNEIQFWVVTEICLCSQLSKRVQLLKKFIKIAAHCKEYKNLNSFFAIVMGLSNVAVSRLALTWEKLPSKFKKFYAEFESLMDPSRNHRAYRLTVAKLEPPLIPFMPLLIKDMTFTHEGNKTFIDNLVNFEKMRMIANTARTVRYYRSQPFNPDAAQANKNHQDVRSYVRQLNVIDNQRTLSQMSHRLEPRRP
A549 tox – Nrf2 qHTS screen for inhibitors: counterscreen for cytotoxicity | AID 504648, 2011 | Potency, µM (top dose mostly 46 µM), inactives show at the highest dose activity change, negative = cytotoxicity, most hits filed as inhibitors | hit rate 0.16% among 390,000 | A549 ARE-Fluc cells, CellTiter-Fluor viability, 18-24 h; note: potency is the fitted concentration of half-maximal effect; % is set by controls: 0 for no effect and ±100 for the full control effect
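A549 ARE-Fluc cells in 5% FBS OPTI-MEM, 5000 cells/well, rested 2 h then exposed to compounds in concentration-response for 18-24 h at 37 °C. Viability by CellTiter-Fluor fluorescence (Ex 405/Em 525) after 30 min; luciferase luminescence (BugLite, 15 min, RT) read afterwards.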
CCT chaperon mod – High-Throughput Screening for Modulators of Cytosolic Chaperonin Activity; purified chaperonin ATPase assay, HTRF ADP detection, 30 min; activity change, % (no concentration beside the values), hits read low; hit rate 0.3% among 360,000; AID 651819, 2012; in the data active = activity change below about -30%; note: % is set by controls: 0 for no effect and ±100 for the full control effect
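Enzyme 40 or 20 nM (batch-dependent) in Tris pH 7.4/KCl/MgCl2/DTT; cpd 76 uM single point; ATP 10 uM; 30 min 37 °C; Transcreener ADP HTRF detection, 30 min RT; ratio 665/615.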
MmCpn inh – Inhibitors of TCP-1 ring complex (TRiC) of Methanococcus maripaludis (MmCpn): qHTS | Chaperonin Mm-Cpn (Methanococcus maripaludis) | purified Mm-Cpn ATPase, ADP Transcreener TR-FRET | Potency, µM (top dose mostly 76.9 µM), for the others: at the top dose activity, negative = inhibition, hits mostly inhibitors | hit rate 0.031% among 330,000; note: potency is the fitted concentration of half-maximal effect; % is set by controls: 0 for no effect and ±100 for the full control effect; nearly all actives have a fitted effect of over 80% in size
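25 nM Mm-CPN + cpd, 10 min 37°C; + 10 uM ATP, 30 min 37°C; buffer 30 mM Tris pH 7.4, 100 mM KCl, 5 mM MgCl2, 1 mM DTT; Transcreener ADP HTRF detection 30 min RT.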
Nrf2 block – Nrf2 qHTS screen for inhibitors | Potency, µM (top dose mostly 46 µM), for the others: top-dose activity change, negative = inhibition, hits mostly inhibitors | AID 504444, 2011 | A549 ARE-Fluc reporter, luciferase luminescence, 18-24 h | hit rate 2.1% among 360,000; note: potency is the fitted concentration of half-maximal effect; % is set by controls: 0 for no effect and ±100 for the full control effect; nearly all actives have a fitted effect of over 60% in size
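Nrf2 activity is the BugLite luminescence, read 15 min after reagent at room temperature, following CellTiter-Fluor cytotoxicity readout (30 min, 37C). Compound titrations were applied for 18-24 h to 5000 A549 ARE_Fluc cells/well in 5% FBS OPTI-MEM.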
EPAC2 agonist – qHTS for Agonist of cAMP-regulated guanine nucleotide exchange factor 4 (EPAC2): primary screen; Rap guanine nucleotide exchange factor 4 (Homo sapiens), Q8WZA2; EPAC2 activation, biochemical qHTS; response scale: 100% = 6.5 mM cAMP response; Potency, µM (top dose mostly 154 µM), for inactives: at the highest dose activation, hits mostly activators; hit rate 0.079% among 360,000; AID 720711, 2013; note: potency is the fitted concentration of half-maximal effect; nearly all actives have a fitted effect of over 50% in size
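Each well held 100 nM EPAC2, 250 nM RAP1B-BODIPY-GDP and 50 uM GDP. Fluorescence, read at 5-min intervals to 30 min, was referenced to a 6.5 mM cAMP positive control.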
Nrf2 activator – qHTS of Nrf2 Activators | AREc32 ARE-luciferase reporter (MCF7-derived line), luminescence, 24 h | Potency, µM (highest dose often 46.1 µM), inactives show at the highest dose activation, hits mostly activators | hit rate 0.31% among 410,000 | AID 624171, 2012; note: potency is the fitted concentration of half-maximal effect; % of control where 0% means no effect; nearly all actives have a fitted effect of over 65% in size
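Quantitative high-throughput format: AREc32 reporter cells, 1000 per well, received compound by pin transfer and were incubated 24 hr at 37 deg C, 5% CO2, before Steady-Glo luminescence detection.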
* = called active by the depositor; i = inactive; u = inconclusive; x = not tested or not shown; & = joins results of further samples. Unless noted, calls come from the whole dose curve; as a rule, active = well fitted curve in the direction sought with a large enough effect; inconclusive = small, poorly fitted or top-dose-only effect, or another doubt; inactive = no such curve, though single readings can be large; an effect the other way counts as inactive or inconclusive. Not all compounds are listed. The share of hits here may be higher or lower than overall.

no. | mol | pAkt inh | TGFb SMAD3 inh | EPAC2 antag | A549 tox | CCT chaperon mod
1 | Cc1ccc(S(=O)(=O)NCC(=O)NCC(=O)N(C)Cc2ccc(Br)s2)cc1C | i | u | 0% | x | 0.9
2 | O=C(COC(=O)c1ccco1)Nc1cc(S(=O)(=O)N2CCCCC2)ccc1Cl | i | 6% | -5% | -2% | -0.5
3 | CCCn1c(SCC(=O)Nc2nc(C)cs2)nnc1-c1cccnc1 | i | 9% | -6% | -7% | -2.1
4 | O=c1cc(CSc2nnnn2-c2ccccc2)nc2nc[nH]n12 | i | -6% | 1% | 7% | -3.1
5 | CCN1CCN(C(=O)C(C)N(c2ccc(C)cc2)S(C)(=O)=O)CC1 (stereo not given) | i | 7% | 16% | 15% | 1.3
6 | CCc1nnc(SCc2c(F)cccc2Cl)c2cc3sccc3n12 | x | -5% | x | 8% | x
7 | CN1C(=O)NC2(O)C(=O)c3ccccc3C12O (stereo not given) | i | -4% | 3% | -8% | -1.4
8 | CCOc1ccc2[nH]c(=O)c(CN(Cc3ccco3)Cc3nnnn3Cc3ccccc3)cc2c1 | i | -4% | -1% | -6% | 2.3
9 | NC(=O)c1ccc(-c2nnn(CC(=O)N(C3CCCC3)C3CCS(=O)(=O)C3)n2)cc1 (stereo not given) | i | 8% | -2% | 0% | -0.1
10 | CC(C)NC(=O)N(C)C[C@H]1Oc2c(NC(=O)C3CCCCC3)cccc2C(=O)N([C@H](C)CO)C[C@@H]1C | i | u | 16% | -3% | 0.7
11 | O=C(CCCc1ccccc1)NCCc1ccccc1 | i | 3% | 6% | 0% | 0.2
12 | CCCN(CC(=O)Nc1ccccc1OC)C(=O)c1cc(-c2ccccc2)nn1-c1ccccc1 | i | u | 0% | -7% | 1.8

no. | MmCpn inh | Nrf2 block | EPAC2 agonist | Nrf2 activator
1 | x | x | 2% | 3.0%
2 | 2% | 4% | 13% | 0.2%
3 | 3% | 3% | 10% | -1.1%
4 | 1% | -10% | 7% | -0.5%
5 | -2% | x | 6% | 0.1%
6 | x | u | x | -0.5%
7 | 1% | 2% | 4% | -0.3%
8 | -26% | 12% | -10% | 21%
9 | -11% | 2% | 6% | -0.7%
10 | -1% | 1% | -1% | 0.2%
11 | -1% | u | 3% | 3.7%
12 | -2% | -26% | 11% | 4.2%

no. | mol | pAkt inh | TGFb SMAD3 inh | EPAC2 antag | A549 tox | CCT chaperon mod
13 | COc1ccc(-c2nc3c(c(SCC(=O)Nc4cccc(O)c4)n2)Cc2c(CO)cnc(C)c2O3)cc1 | i | u | -5% | 10%&3% | -0.1
14 | CN(C)c1ccc(NC(=O)CSc2n[nH]c(-c3ccco3)n2)cc1 | i | -18% | 9% | 2% | 0.5
15 | CCCCN(C(=O)c1cccc(S(=O)(=O)N(CC)c2ccccc2)c1)c1c(N)n(CC(C)C)c(=O)[nH]c1=O | i | -2% | -17% | 2% | 0.2
16 | Cc1cccc2c(=O)n3c(cc12)-c1[nH]c2ccccc2c1CC3 | i | -30% | -1% | 8% | -0.9
17 | Cc1c(C(=O)NC2CCCCC2)oc2c1C(=O)CC(C)(C)C2 | i | 5% | -4% | -13% | -0.3
18 | CCc1ccc(N2CCN(C(=O)N3CCOCC3)CC2)cc1 | i | 7% | 8% | -3% | -2.7
19 | CC(C)OC(=O)/C(=C\c1ccccc1)NC(=O)c1ccccc1 | i | 5% | -4% | 3% | -12
20 | CSc1cccc(N2CC(C(=O)Nc3cccc(S(=O)(=O)N4CCCC4)c3)CC2=O)c1 (stereo not given) | i | u | 5% | -4% | 4.0
21 | CC(Sc1ccc(S(=O)(=O)N2CCN(C)CC2)cn1)C(=O)NC1(C#N)CCCCC1 (stereo not given) | i | u | 8% | -5% | 1.7
22 | CC(=O)N1CCN(S(=O)(=O)c2ccc(C)cc2)C1C (stereo not given) | i | 15% | 6% | 0% | -2.3
23 | Cc1ccc(-c2nn(-c3ccccc3)cc2C(=O)Nc2ccc(C)c(S(=O)(=O)N3CCOCC3)c2)cc1 | i | -15% | 3% | 11% | -0.5
24 | CC(=O)Nc1ccc(NC(=O)C2CCCN2C(=O)NCc2ccccc2)cc1 (stereo not given) | i | -10% | 8% | -5% | 2.3

no. | MmCpn inh | Nrf2 block | EPAC2 agonist | Nrf2 activator
13 | -2% | -1%&10% | 6% | 4.8%&4.1%
14 | -24% | 6% | 0% | 3.6%
15 | x | 5% | -9% | -0.7%
16 | x | -6% | -10% | 6.2%
17 | 1% | -29% | 7% | -0.4%
18 | -1% | 0% | 3% | -0.4%
19 | -4% | 8% | 6% | -0.1%
20 | 0% | u | 9% | 0.4%
21 | 2% | 8% | 2% | -0.5%
22 | 2% | 23% | 5% | -0.8%
23 | -6% | -1% | 4% | -0.3%
24 | 1% | 18% | 4% | -0.6%

no. | mol | pAkt inh | TGFb SMAD3 inh | EPAC2 antag | A549 tox | CCT chaperon mod
25 | COc1ccc(-n2c(CNC(=O)c3ccc(S(=O)(=O)N4CCCC4)cc3)n[nH]c2=S)cc1 | i | 7% | -5% | -1% | -3.3
26 | CCCCC1(O)CC(C(F)(F)F)=NN1C(=O)COc1ccccc1 (stereo not given) | i | -22% | -10% | u | 1.6
27 | COc1ccc(Cn2ccnc2SCC(=O)Nc2ccc(F)cc2F)cc1 | i | -6% | -9% | x | -0.2
28 | O=C(O)C1C2CC3OC(=O)C1C3C2 (stereo not given) | i | -10% | 16% | -2% | 0.2
29 | O=C(O)c1cccc(N2CCCC2)c1 | i | -5% | 9% | -1% | -1.0
30 | CCOc1ccc(NC(=O)CN2CCN(c3ccc(F)cc3)CC2)cc1S(=O)(=O)N1CCCC1 | i | -11% | 3% | x | -2.4
31 | CC(C)c1ccc(-c2nnn(CCC(=O)O)n2)cc1 | i | 0% | 0% | -2% | -3.5
32 | CCOc1ccc(S(=O)(=O)N(CC(=O)O)c2ccc(C)cc2)cc1 | i | -6% | 3% | 2% | 1.2
33 | O=S(=O)(NC1c2cccc3cccc(c23)C1Sc1ncccn1)c1ccc(Cl)cc1 (stereo not given) | i | u | -3% | -5% | 2.2
34 | O=C(CCNC(=O)c1ccc(Br)cc1)Nc1ccccc1N1CCCCC1 | i | 3% | -28% | 0% | -1.3
35 | C/C(Cn1nnc([N+](=O)[O-])n1)=N\NC(=O)c1ccc(Cl)c(Cl)c1 | i | 10µM* | 1% | -12% | -3.3
36 | O=C(CCCCC(=O)OC1CCCCC1)OC1CCCCC1 | i | -4% | -15% | 8% | -2.5

no. | MmCpn inh | Nrf2 block | EPAC2 agonist | Nrf2 activator
25 | 1% | 14% | 9% | 0.3%
26 | -1% | 16µM* | 1% | 0.0%
27 | x | x | 5% | 0.6%
28 | x | 1% | 6% | 0.0%
29 | -2% | 8% | 2% | -0.5%
30 | x | x | 13% | -0.5%
31 | -2% | 0.33µM* | -6% | -1.4%
32 | 1% | x | 4% | -1.2%
33 | -21% | u | 10% | 3.3%
34 | -1% | -9% | 11% | -0.2%
35 | 1% | u | -8% | 0.8%
36 | x | -1% | -3% | -0.2%

no. | mol | pAkt inh | TGFb SMAD3 inh | EPAC2 antag | A549 tox | CCT chaperon mod
37 | O=C(Cc1c(C(=O)O)[nH]c2ccccc12)NCCN1CCN(c2cccc(Cl)c2)CC1 | i | 6% | 12% | 2% | -0.9
38 | CCOc1ccc(NC(=O)CCCNC(=O)Cn2cnc3sc(C)c(C)c3c2=O)cc1 | i | -16% | 2% | -17% | -1.2
39 | O=C(CCC1CCCCC1)Nc1cccnc1 | i | 14% | 9% | 4% | 1.8
40 | COc1cc(CN2C[C@@H](CO)O[C@@H](n3cnc4c(NCc5ccncc5)ncnc43)C2)cc(OC)c1OC | i | -25% | 9% | x | -0.2
41 | O=C1CC(=O)Nc2cc(S(=O)(=O)NCc3cccs3)ccc2N1 | i | -2% | 5% | 0% | -5.3
42 | O=S(=O)(NC1CCCCCC1)c1cccc2cccnc12 | i | -6% | -4% | -2% | -2.0
43 | CNC(=O)N(O)C1N(/N=C/c2cccnc2)C(=S)SC1(C)C (stereo not given) | i | 22% | -2% | -2% | 0.3
44 | Cc1cc(-c2ccc(C(C)C)c(S(=O)(=O)N3CCN(c4ccccc4)CC3)c2)on1 | i | -23% | -2% | -13% | -2.5
45 | CC(=O)c1cc2cc(O)ccc2o1 | i | 13% | 6% | -6% | -2.1

no. | MmCpn inh | Nrf2 block | EPAC2 agonist | Nrf2 activator
37 | 1% | x | 5% | 0.0%
38 | 3% | u | 7% | -0.7%
39 | 0% | 9% | 1% | 1.3%
40 | x | x | 3% | -0.8%
41 | -2% | 7% | 6% | -0.8%
42 | -2% | -9% | 9% | 0.4%
43 | 0% | -8% | 9% | -0.3%
44 | -4% | -10% | -3% | -0.3%
45 | -6% | 7% | -5% | -0.1%
